GRK2 aptamer HTS = blocks RNA aptamer binding to human GRK2 | bead flow cytometry, FAM-aptamer displacement from GRK2 | inhibition of aptamer binding, % at 10 µM | hit rate 0.59% among 330,000;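 active means inhibition of aptamer binding above 40%, roughly 3 SD of noise, on plates passing a quality check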;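 further: median bead fluorescence of bound FAM aptamer so fluorescent compounds give negative values; no value below 0 was filed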
GLD-1 RNA inh = GLD-1-TGE RNA interaction inhibition (C. elegans); purified GLD-1 + fluorescein TGE RNA, fluorescence polarization; hit rate 0.44% among 320,000; Q17339; inhibition, % at 5.96 µM;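 active means percent inhibition above a per-plate cutoff, the plate mean of test compounds plus 3 SD, cut at about 30% in these data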;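 further: 0% = DMSO wells with GLD-1 and probe and 100% = wells lacking GLD-1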
Target sequence (Q17339 whole entry, looked up): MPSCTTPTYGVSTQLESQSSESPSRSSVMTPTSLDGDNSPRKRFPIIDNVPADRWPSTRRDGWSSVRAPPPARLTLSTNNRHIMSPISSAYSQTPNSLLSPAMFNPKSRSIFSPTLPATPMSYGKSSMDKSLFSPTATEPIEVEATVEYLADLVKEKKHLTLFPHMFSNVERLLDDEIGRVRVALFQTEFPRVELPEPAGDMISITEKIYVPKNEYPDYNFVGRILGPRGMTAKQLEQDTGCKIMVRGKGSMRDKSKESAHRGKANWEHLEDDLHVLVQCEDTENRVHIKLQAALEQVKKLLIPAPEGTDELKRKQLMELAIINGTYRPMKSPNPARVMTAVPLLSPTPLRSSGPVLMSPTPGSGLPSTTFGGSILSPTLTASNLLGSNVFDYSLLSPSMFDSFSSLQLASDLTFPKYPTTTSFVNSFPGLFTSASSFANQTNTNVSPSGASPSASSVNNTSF
Fam108B inh = blocks mouse Fam108B hydrolase in RBBP9 counter-screen. recombinant Fam108B, FP-Rh probe fluorescence polarization. inhibition, % at 9.51 µM. hit rate 0.33% among 300,000;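 active means inhibition above the screen mean inhibition plus 3 SD, computed separately per campaign, cut at about 18% in these data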;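 further: inhibitors lower polarization as less probe binds the enzyme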
PME-1 primary = blocks human protein phosphatase methylesterase 1 | inhibition, % at 5.9 µM | hit rate 0.53% among 320,000 | recombinant PME-1, FP-Rh probe fluorescence polarization | Q9Y570;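 active means inhibition above the campaign mean of all compounds plus 3 SD, cut at about 26% in these data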;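 further: competitive labeling of PME-1 active site by serine hydrolase directed probe; 0% = PME-1 with DMSO and 100% = wells lacking PME-1 enzyme; inhibitors block probe labeling so polarization falls and inhibition rises; many of its hits are not listed in these tables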
Bcl-xL primary = Bcl-xL (human) inhibition. GST-Bcl-xL / FITC-Bim BH3 peptide fluorescence polarization. Q07817. hit rate 0.7% among 320,000. AID 2129. inhibition, % at 10.9 µM;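 active means inhibition above the mean of all tested compounds plus 3 SD, cutoff set per campaign, cut at about 30% in these data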;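 further: 0% = DMSO wells and 100% = unlabeled Bim-BH3 peptide competitor; inhibitors lower millipolarization by displacing the labeled peptide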
Target sequence (Q07817 whole entry, looked up): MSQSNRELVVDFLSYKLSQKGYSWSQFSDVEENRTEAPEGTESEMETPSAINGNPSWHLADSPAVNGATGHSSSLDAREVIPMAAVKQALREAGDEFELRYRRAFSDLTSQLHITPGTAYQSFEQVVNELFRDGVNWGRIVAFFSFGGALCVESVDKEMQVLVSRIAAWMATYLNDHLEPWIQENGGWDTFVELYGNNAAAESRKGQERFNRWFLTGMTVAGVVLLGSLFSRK
MCL1-BIM inh = MCL1-BIM-BH3 interaction inhibition (human); GST-MCL1 / FITC-Bim-BH3 fluorescence polarization; hit rate 0.68% among 320,000; AID 2057; Q07820; inhibition, % at 10.9 µM;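 active means inhibition above the mean inhibition of all tested compounds plus 3 SD, set per campaign, cut at about 40% in these data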;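 further: 0% = DMSO wells and 100% = unlabeled Bim-BH3 peptide control; higher means more loss of mP so more displacement of Bim peptide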
Target sequence (Q07820 whole entry, looked up): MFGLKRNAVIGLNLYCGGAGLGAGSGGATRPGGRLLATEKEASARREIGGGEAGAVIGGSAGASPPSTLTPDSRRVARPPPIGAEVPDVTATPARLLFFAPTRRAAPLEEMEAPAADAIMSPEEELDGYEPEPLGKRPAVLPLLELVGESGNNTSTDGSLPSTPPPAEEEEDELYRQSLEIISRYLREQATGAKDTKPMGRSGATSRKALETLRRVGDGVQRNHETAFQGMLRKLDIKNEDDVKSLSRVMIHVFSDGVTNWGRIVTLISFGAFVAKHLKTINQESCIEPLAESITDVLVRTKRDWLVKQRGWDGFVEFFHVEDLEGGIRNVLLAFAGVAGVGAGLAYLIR
MEX-5 binding = C. elegans MEX-5 TCR-2 RNA binding activity. Q9XUB2. MEX-5/FITC-TCR2 RNA binding, fluorescence polarization; stronger effect = lower value. activity score (negative = inhibition of binding), % at 10 µM. hit rate 0.38% among 300,000;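 active means inhibition past about -25% in most replicates, and total fluorescence under double the plate's negative control median, limit read from the data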;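 further: 0% = DMSO and -100% = 5 µM competing unlabeled TCR2 RNA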
Efflux pump inh = inhibitors of Candida antifungal efflux pumps expressed in yeast; hit rate 0.44% among 330,000; AID 485275; S. cerevisiae Candida pump triplex, Nile Red efflux; inhibition, % at 10 µM;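 active means plate passing quality check with inhibition over a set limit, or well fluorescence over plate mean plus 4 SD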;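 further: Nile Red retained in pooled yeast measured as flow cytometry median fluorescence; 0% = buffer negative control and 100% = Enniatin B positive control; higher means more Nile Red kept so more efflux inhibition; some compounds called inactive have numbers as strong as hits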
VLA-4 inh = inhibition in a human VLA-4 binding assay | inhibition, % (about 7 µM as worked out from the volumes in the protocol) | VLA-4 expressing cells, ligand binding flow cytometry | P13612 | hit rate 0.2% among 330,000; in the data active means inhibition above about 50%
Starred values were filed as active, the others as inactive; . = no result given. Not all compounds are listed (hit frequency here may not be typical).

SMILES | GRK2 aptamer HTS | GLD-1 RNA inh | Fam108B inh | PME-1 primary | Bcl-xL primary | MCL1-BIM inh | MEX-5 binding | Efflux pump inh | VLA-4 inh
O=C(NN1CCOCC1)c1ccc(S(=O)(=O)N2CCCCC2)cc1 | 3 | 0 | -1 | -8 | 2 | 16 | 1.7 | 0.1 | 2
O=S(=O)(Nc1nccs1)c1ccc(Br)cc1 | 3 | 8 | 3 | 1 | 8 | 8 | 0.5 | 0.0 | 7
CN1CCC(N(C)C(=O)c2ccc(Cl)c(S(=O)(=O)N3CCc4ccccc43)c2)CC1 | 0 | 3 | . | . | . | . | . | 0.1 | 6
Cc1cccc(OC(=O)c2cn(C)nc2C(F)(F)F)c1C | 0 | -1 | -2 | -24 | 6 | 0 | 1.2 | 0.1 | 7
C[C@H]1CN([C@@H](C)CO)C(=O)Cc2cc(NC(=O)CCC(F)(F)F)ccc2O[C@H]1CN(C)Cc1ccc(C(F)(F)F)cc1 | 0 | 8 | . | . | . | . | . | 0.0 | -2
Cc1nc(-c2c(C(=O)NNC(=O)Nc3c(C)cccc3C)noc2C)cs1 | 0 | 1 | -1 | 2 | 4 | -5 | 1.9 | 0.2 | 5
S=c1sc2c(N3CCOCC3)ncnc2n1-c1ccccc1 | 7 | 10 | 3 | -4 | -1 | 6 | -0.8 | 0.2 | 30
O=C(NCc1ccccc1)c1ccco1 | 4 | -2 | 2 | -4 | 7 | 5 | -0.9 | 0.1 | 1
O=c1cc(CNc2ccc(Br)cc2)nc2sccn12 | 0 | -6 | 0 | 1 | 0 | -9 | 2.3 | 0.0 | 8
COc1ccc(CNC(=O)[C@@H](NC(=O)C2CCN(C(=O)[C@@H](N)CCSC)CC2)C(C)C)cc1 | 3 | 7 | 3 | 1 | 1 | 4 | -0.8 | 0.2 | 0
O=C(c1ccc(OC2CCN(C(=O)c3cccnc3)CC2)cc1)N1CCCCCC1 | 0 | -7 | -1 | 2 | 4 | 1 | -0.7 | -0.3 | -5
CC(C)N(C(=O)COC(=O)CNS(=O)(=O)c1ccccc1F)c1ccccc1 | 5 | 2 | -7 | -1 | 0 | -2 | 0.9 | 0.0 | 40
O=C(O)c1ccc(C2CCCCC2)cn1 | 2 | 3 | -4 | -2 | 2 | 0 | -1.7 | -0.2 | 5
COc1cccc(N(CC(=O)Nc2ccc3c(c2)OCO3)S(=O)(=O)c2ccccc2)c1 | 1 | 0 | 3 | 6 | 3 | 3 | -0.3 | -0.2 | -9
COc1ccc(CC(=O)Nc2nnc(C)s2)cc1 | 0 | -5 | 2 | -3 | -2 | -7 | -0.7 | -0.1 | -2

Full records, quoted from the list. Values in the order: GRK2 aptamer HTS | GLD-1 RNA inh | Fam108B inh | PME-1 primary | Bcl-xL primary | MCL1-BIM inh | MEX-5 binding | Efflux pump inh | VLA-4 inh
O=c1cc(CNc2ccc(Br)cc2)nc2sccn12 as listed: 0 | -6 | 0 | 1 | 0 | -9 | 2.3 | 0.0 | 8
S=c1sc2c(N3CCOCC3)ncnc2n1-c1ccccc1 as listed: 7 | 10 | 3 | -4 | -1 | 6 | -0.8 | 0.2 | 30
O=C(O)c1ccc(C2CCCCC2)cn1 as listed: 2 | 3 | -4 | -2 | 2 | 0 | -1.7 | -0.2 | 5
COc1ccc(CC(=O)Nc2nnc(C)s2)cc1 as listed: 0 | -5 | 2 | -3 | -2 | -7 | -0.7 | -0.1 | -2
COc1cccc(N(CC(=O)Nc2ccc3c(c2)OCO3)S(=O)(=O)c2ccccc2)c1 as listed: 1 | 0 | 3 | 6 | 3 | 3 | -0.3 | -0.2 | -9

(further entries)
SMILES | GRK2 aptamer HTS | GLD-1 RNA inh | Fam108B inh | PME-1 primary | Bcl-xL primary | MCL1-BIM inh | MEX-5 binding | Efflux pump inh | VLA-4 inh
O=C(COC(=O)C12CC3CC(CC(C3)C1)C2)Nc1ncc(Cl)cc1Cl | 1 | 8 | 3 | 2 | 14 | 21 | 0.9 | -0.3 | -5
CCN(/N=C/c1cccs1)c1cc(=O)n(C)c(=O)[nH]1 | 2 | 1 | 3 | -4 | 2 | 4 | -2.4 | 0.0 | 17
O=C(Nc1ccccc1)Nc1nnc(/C=C/c2ccccc2Cl)s1 | 0 | 6 | -6 | -15 | 2 | -5 | -1.2 | -0.1 | -2
O=c1c(C/C=C/c2ccccc2)c(O)ccn1CCc1c[nH]c2ccccc12 | 4 | 3 | 1 | 6 | -3 | -5 | 2.6 | 0.0 | 10
O=C(Nc1ccc(NC(=O)c2cccs2)cc1Cl)c1ccco1 | 1 | 4 | -11 | -3 | 2 | 1 | -0.1 | 0.0 | -1
CCOc1ccc(CCNC(=O)CCC(=O)Nc2ccc3nc(N4CCN(C)CC4)cc(C)c3c2)cc1OCC | 0 | 0 | -1 | -5 | 2 | 5 | -2.3 | 0.3 | -8
O=C(CC1C[C@H](C(=O)N2CCOCC2)[C@@]2(CCC3CCCC3)c3[nH]c4ccccc4c3CCN2C1=O)NCCN1CCOCC1 (stereo partly specified) | 16 | 2 | . | . | . | . | . | 0.0 | 2
CCN1C/C(=C/c2sccc2C)c2nc3ccccc3c(C(=O)O)c2C1 | 0 | 12 | 6 | -2 | 16 | 10 | -8.7 | 0.2 | 0
C=CCOC(=O)C1=C(C)NC(=O)NC1c1cn(-c2ccccc2)nc1-c1cccs1 (stereo unspecified) | 1 | 1 | 2 | 3 | 1 | 2 | -2.4 | 0.1 | 16
O=C(Nc1ccc(Oc2ccccc2)nc1)C1CCN(Cc2cccc(F)c2)CC1 | 0 | -6 | -1 | -6 | 0 | -2 | 1.2 | 0.0 | 5
O=C(Nc1ccccc1Br)c1ccc(OC(=S)N2CCOCC2)cc1 | 4 | 5 | -4 | 0 | 6 | 6 | 0.1 | -0.3 | 9
CCNS(=O)(=O)c1ccc(CCC(=O)N2CCC(C)CC2)cc1 | 2 | . | . | . | . | . | 3.0 | 0.0 | 5
O=C1COc2ccc(C(=O)COC(=O)/C=C/c3cccc(F)c3)cc2N1 | 0 | 8 | -14 | -4 | 0 | -2 | -1.7 | 0.2 | 5
O=c1c2cc(NC(=S)N3CCCC3)ccc2nc2n1CCCCC2 | 0 | 7 | -4 | 1 | 7 | 6 | 1.2 | -0.1 | 10
COc1ccc(CCNc2nc(-c3ccccn3)cs2)cc1OC | 4 | 6 | 7 | 2 | 7 | 1 | 1.6 | -0.2 | 3
OCCNCc1cc(Br)ccc1OCc1ccccc1 | 0 | -1 | -4 | -2 | 3 | -6 | 1.9 | 0.3 | 36
COC(=O)C(NC(=O)C(CC(C)C)NC(=O)C1CCC(C)CC1)C(C)C (stereo unspecified) | 1 | 4 | -2 | -4 | 8 | 4 | -0.2 | 0.0 | -4
CCCCOC(=O)C1=C(C)Nc2ncnn2C1c1cc(OC)ccc1OC (stereo unspecified) | 4 | 2 | 0 | -3 | -6 | -10 | 0.2 | 0.3 | 4
O=C(Nc1nncs1)c1cc(S(=O)(=O)N2CCOCC2)ccc1Cl | 2 | 4 | -1 | -7 | -3 | 3 | -0.2 | -0.1 | -1
CN=c1scc(C)n1/N=C/c1ccc(O)cc1O | 2 | 2 | 0 | 0 | -5 | -7 | -1.7 | -0.1 | 15
Cc1ccc(-c2nnc3cccc(Cl)n23)cc1 | 0 | 5 | -2 | 0 | -1 | 8 | -0.1 | 0.0 | 16
COc1ccc(Nc2nc(-c3cccc(OC)c3O)nc3ccccc23)cc1 | 0 | . | . | . | . | . | 2.3 | 0.0 | 26
NS(=O)(=O)c1ccc(CNC(=O)c2cc(-c3cccs3)nc3ccccc23)cc1 | 1 | 1 | 2 | -5 | 2 | 3 | 0.1 | -0.1 | -7
COc1ccc(S(=O)(=O)Nc2cccc(S(=O)(=O)NC3=NCCC3)c2)cc1[N+](=O)[O-] | 8 | 5 | -1 | -3 | 1 | 10 | 1.7 | 0.0 | -7
COC(=O)c1c(C)oc2ccc(N(C(=O)Oc3ccccc3)S(=O)(=O)c3ccccc3)cc12 | 3 | -1 | -8 | -10 | -6 | -10 | -1.2 | -0.3 | 10
Cc1ccc(NC(=O)C(=O)NCCN2CCN(C(=S)Nc3ccccc3)CC2)cc1 | 0 | 1 | -1 | -5 | 3 | 12 | 1.3 | -0.1 | 14
Brc1ccccc1-n1nnc(-c2cnc3ccccc3c2)n1 | 0 | 4 | 9 | 1 | 0 | -3 | -0.6 | -0.1 | -6
O=C(Nc1ccc2c(c1)OCO2)C1CCN(S(=O)(=O)c2ccc3c(c2)OCCO3)CC1 | 0 | -2 | 1 | 5 | 2 | 3 | -0.4 | 0.0 | -7
CCN1CCCC1CNC(=O)C1CCN(Cc2nc(-c3cccc(Br)c3)oc2C)CC1 (stereo unspecified) | 0 | 3 | 1 | 1 | -1 | 1 | 1.6 | 0.0 | 13
Cc1ccc(/C(=N/Nc2nc3ccccc3s2)C2=C(O)c3ccccc3C2=O)cc1 | 2 | -2 | 10 | 9 | -1 | -5 | -3.9 | 0.1 | 24
CN(C)CCNC(=O)C12CC3(C)CC(C)(CC(C)(C3)C1)C2 | 0 | 1 | -3 | -1 | 2 | -4 | 2.4 | -0.1 | 5
CCOC(=O)C1=NN(c2ccc(Cl)cc2)/C(=C/C2=NCCc3cc(OC)c(OC)cc32)S1 | 1 | 6 | -1 | -3 | -1 | -6 | 0.1 | 0.0 | 13
COc1ccc(CCNC(=O)C2(C)CCC(=O)N2Cc2ccc(F)cc2Cl)cc1OC (stereo unspecified) | 3 | 3 | 2 | 3 | 3 | -3 | 1.4 | 0.0 | 0
Cn1c2ccccc2c2cnn(CC(=O)N3CCCCC3)c(=O)c21 | 0 | -2 | 1 | 0 | 4 | 2 | -1.0 | -0.3 | 13
Cc1cc(C)c(S(=O)(=O)CCC(C)C)c(=O)[nH]1 | 1 | 7 | 0 | -7 | 4 | 5 | 0.6 | -0.1 | 1
COC(=O)/C=C1/N/C(=N\c2nc(C)cc(C)n2)N(c2ccc(Cl)cc2)C1=O | 0 | -2 | -4 | 1 | 7 | 10 | -3.9 | -0.1 | 4
Cn1cnc(S(=O)(=O)NC2CCN(Cc3ccccc3)CC2)c1 | 0 | -15 | 7 | 1 | 2 | 1 | -1.6 | -0.2 | -4
Cc1ccccc1NC(=O)Cc1nnc(SCc2ccc(Cl)c(Cl)c2)n1C | 6 | 8 | 0 | 3 | 5 | 3 | 0.5 | 0.1 | 2
CC(=O)c1cccc(NC(=O)C2CCCC2)c1 | 2 | 8 | 5 | 1 | 0 | -2 | 0.7 | -0.1 | -15
COC(=O)c1c(-c2ccc(OC)cc2)sc2ccccc12 | 0 | -2 | . | -3 | -1 | 3 | . | 0.0 | 0
COC(=O)c1ccc(CSc2nc(C(F)(F)F)c3c(c2C#N)CCC3)o1 | 0 | 2 | 2 | 1 | 6 | 9 | 2.3 | -0.2 | -3
COc1ccc(C2=NOC(C(=O)N3CCCCCC3)C2)cc1OC (stereo unspecified) | 2 | -9 | -1 | 0 | -1 | 0 | -2.4 | 0.0 | -2

Screens deposited in PubChem BioAssay by several laboratories.
